Bioassay records deposited in PubChem by Small Molecule Screening Facility, UW Madison.
SSB-PriA inh = inhibitors of Klebsiella pneumoniae PriA binding to SSB C-terminal tail, primary screen, biochemical, AlphaScreen | PriA–SSB C-terminal tail interaction (Klebsiella pneumoniae) | AlphaScreen SSBct-PriA binding, biotinylated peptide | inhibition, % at 33 µM | 0.6% of 430,000 active | AID 1272365, 2023; in the data active means inhibition mostly above about 37%, no sharp cut-off; inactive means mostly below about 20%;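 further: plate controls were negative control peptide for no effect and reference peptide for full effect; strong numbers were not always called active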
The depositor's hits bear a star; & = joins results of further samples.

SMILES	SSB-PriA inh
COc1ccc(Cl)cc1C(=O)N1CCN(CCn2ccnc2)CC1	-4.0
Cc1cc(C)cc(NC(=O)CSc2nnc(-c3cccn(C)c3=O)n2C)c1	1.0
COc1ccc(-c2csc(CN3CCN(C(=O)c4cccc(F)c4)CC3)n2)cc1	6.0
COCCN(Cc1ccoc1)C(=O)c1cc(C)ccc1C	9.0
Cc1cc(=O)n(CCNC(=O)c2ccc3ccccc3c2)cn1	-2.0
CCCc1cc(=O)n(CC(=O)NCc2ccccn2)cn1	-14.0
CNC(=S)NN=Cc1cccc(OCc2ccccc2F)c1	7.6
Cn1cccc1Cc1nnc(SCC(=O)Nc2ccc(Cl)c(Cl)c2)n1C	0.0
Cc1ccc(CN2CCN(N=Cc3ccc(C)s3)CC2)cc1	-1.3
Cc1ccccc1-c1nnc(NC(=O)C2CCCCC2)s1	-4.0
Cc1ccc(C=NNC(=O)c2cccc(S(=O)(=O)N3CCOCC3)c2)o1	-11.9
COc1cccc2c1OC(C)C(=O)N(c1ccc(F)cc1C)C2 (stereo not drawn)	-15.0
O=S(=O)(Cc1ccc(Cl)cc1)c1ccc(NCCC2=CCCCC2)nn1	-13.0&-7.0
N#Cc1cccc(C(=O)NCC2CCN(C(=O)c3ccncc3)CC2)c1	-6.0
O=C(NN=Cc1cccnc1)C1CCCCC1	-8.6
CC(C)c1c(C(=O)NN=Cc2ccoc2)nnn1-c1nonc1N	-0.1
COc1ccccc1-n1ncc2c(C)nnc(SCC(N)=O)c21	-4.0
COc1cccc(C(C)=NNS(=O)(=O)c2ccc(Cl)cc2)c1	1.1
COC(=O)c1ccc(NC(=O)C(=O)NC[C@]2(O)CCCc3cc(OC)ccc32)cc1	-8.0
CN(C)c1ccc(C=NNC(=O)c2ccc(Cn3cc(Cl)cn3)cc2)cc1	-9.3
O=[N+]([O-])c1ccc(Cl)c2ncccc12	52.8
Cc1cc(C)c(OCC(=O)NN=Cc2ccc3c(c2)OCO3)c(C)c1	-11.1
CC(=NOCC(=O)OCC(=O)N(Cc1ccccc1)C(C)(C)C)c1ccc2c(c1)OCO2	0.5
O=[N+]([O-])c1ccc(C2CCCCC2=NO)c([N+](=O)[O-])c1 (stereo not drawn)	-9.0
O=C1NCCN1C(=O)Nc1ccc2c(c1)N(C(=O)C1CC1)CC2	-8.0
c1ccc(CN(Cc2ccccc2)Cc2nnc(-c3ccccc3)o2)cc1	-19.0
O=[N+]([O-])c1ccc(Cl)cc1NN=Cc1ccncc1	1.4
CCc1ccccc1NC(=O)Nc1cnc(N2CCCC2)nc1N(C)C	-1.0
O=C(NCc1n[nH]c(=O)c2ccccc12)c1ccc(C(F)(F)F)cc1	0.0
COc1ccc(OC)c(Nc2cc(Cl)nc(N)n2)c1	10.0
CN(C)c1ccc(C=NS(=O)(=O)c2ccccc2)cc1	-5.1
C=CCn1c(SCc2ccccc2F)nc2sc3c(c2c1=O)CCC3	13.0
Cc1noc(C)c1CC(=O)N1CCC[C@H](Cc2nc(C3CC3)no2)C1	-15.0
CC(O)=c1cnc2nc3ccccc3n2c1=O	-3.9
Cc1cc(C=NNC(=O)c2ccsc2)c(C)n1-c1cnccn1	-3.5
CCCOc1ccc(C2C(=C(O)c3ccc(F)cc3)C(=O)C(=O)N2CCCN(C)C)cc1 (stereo not drawn)	-12.5
CNC(=O)Cc1ccc(NC(=O)c2cc3ccc(OC)cc3[nH]2)cc1	-18.0
Cn1nnn(-c2ccc(NC(=O)Cc3cccs3)cc2)c1=O	-12.0
COc1nn(C)cc1C(=O)N1CCCC1	5.0
O=C(CCNC(=O)c1ccccc1Cl)NN=Cc1ccc(O)cc1	-8.1
O=C(c1ccccc1)c1ccccc1C(=O)N1CCc2nc3ccc(F)cn3c(=O)c2C1	-12.0
O=C1CCC(C(=O)NCC#CCOc2ccc3c(c2)OCO3)N1 (stereo not drawn)	-5.0
COc1ccc(Cl)cc1NC(=O)CSc1nc(N)c(NC(=O)c2cccs2)c(=O)[nH]1	-13.0
C=C=Cn1c(C2CC(=O)N(c3ccc(CC)cc3)C2)nc2ccccc21 (stereo not drawn)	3.0
O=C(Cn1ncn2nc(-c3ccc(Cl)cc3)cc2c1=O)Nc1ccc2c(c1)OCO2	0.0
O=C(CSCc1ccccc1)NCC(O)(c1ccco1)C1CC1 (stereo not drawn)	-20.0
Cc1csc(NC(=O)Cc2cn(C)c3ccccc23)n1	-23.0
O=C(NCc1ccccc1Cl)[C@H]1CCCN(c2cnc3ccccc3n2)C1	-2.0
COc1ccc(C=NOCC(=O)Nc2nc3ccccc3s2)cc1	-5.3
O=C(CSCc1ccccc1)NCCc1ncc(-c2cccs2)[nH]1	7.0
CCc1ccccc1NC(=O)NCCNC(=O)c1ccc(NC(=O)C2CC2)cc1	-15.0
O=C(NCc1cccs1)c1ccc(CSc2nc(-c3ccc(Cl)cc3)cs2)o1	-11.0
O=C(c1ccsc1)N1CCN(c2nc(-c3ccsc3)cs2)CC1	12.0
O=C(NCc1ccco1)NC1CC(=O)N(c2ccc(Cl)cc2)C1 (stereo not drawn)	-23.0&4.0
NC(=O)c1ccc[n+](CC(=O)c2ccc3c(c2)Cc2ccccc2-3)c1	5.0
COc1ccc(CN(CC(=O)NC2CCCC2)S(=O)(=O)c2cccnc2)cc1	-16.0&-5.0
O=C1CC(Sc2nc3ccccc3o2)C(=O)N1c1cccc(C(F)(F)F)c1 (stereo not drawn)	-4.0
COc1ccc(C(C)=NNC(=O)CNC(=O)/C=C\c2ccccc2OC)c(OC)c1	-3.8
CCN(CC)c1ccc(C(=O)NN=Cc2ccc(OC)cc2OC)cc1	-13.3
O=C(Nc1ccc(N2CCCCS2(=O)=O)cc1)c1ccc(Br)o1	10.0

Additional records:
SMILES	SSB-PriA inh
CC(C)C(=O)Nc1ccc(S(=O)(=O)NC[C@]2(O)CCc3ccccc3C2)cc1	-6.0
CCOc1cc(C=NNC(=O)c2ccc(CN3CCOCC3)cc2)ccc1OCc1ccccc1	-2.4
Cc1cc(C)c2sc(N(CCCN(C)C)C(=O)c3ccno3)nc2c1	-7.0&8.0
COc1ccc(Nc2cc(C)nc(NCCNC(=O)c3ccc(S(=O)(=O)N(C)C)cc3)n2)cc1	1.0
Cc1noc(CNC(=O)c2ccc(Cl)cc2Cl)n1	-18.0
O=C(NCCn1nc(-c2ccco2)ccc1=O)C1CN(C(=O)c2cnccn2)C1	-5.0
O=C1C=CC(=O)N1c1cccc(SC(F)(F)C(F)(F)C(F)(F)F)c1	-11.0
COC(=O)CSc1ncc2c(n1)-c1ccccc1N(C)S2(=O)=O	-9.0
O=S(=O)(NCC(c1ccsc1)N1CCCCCC1)c1cccs1 (stereo not drawn)	-13.0
COc1ccc(-c2cnc(SCC(=O)N3CCCC3)n2CC(C)C)cc1	6.0
O=C(Nc1nc(CCC(=O)N2CCCCC2)cs1)NC1CCCCC1	-14.0
Cc1noc(C)c1S(=O)(=O)N1CCC(Oc2cc(C)n(C)c(=O)c2)CC1	-3.0
CCOc1ccc(Nc2nc(C(=O)NCc3ccc4c(c3)OCO4)cs2)cc1	-15.0
CCCOc1ccc(C=NNc2cc(N3CCOCC3)ncn2)c(O)c1	-9.0
COc1ccc(N2CCCS2(=O)=O)cc1NC(=O)C(=O)NCc1ccc(F)cc1	5.0
O=c1[nH]c2nnc(Nc3ccccc3)n2c2c1cnn2-c1ccccc1	-15.0
CC(=NNS(=O)(=O)c1ccc(C)cc1)c1cc2ccccc2oc1=O	-12.4
CC(=NNc1nccnc1Cl)c1ccc([N+](=O)[O-])cc1	0.1
CC(C)(C)c1ccc(NC(=S)NC(=O)c2ccccc2)c([N+](=O)[O-])c1	32.1
NC(Cc1ccc(Cl)cc1)=NOC(=O)c1ccccc1	-3.5
O=C(CSc1nc(-c2ccccc2)cc(=O)[nH]1)Nc1ccccc1C(F)(F)F	5.0&7.0
C=c1c(=C2N=C(c3ccc(Cl)cc3)NO2)sc2ncn(CC(=O)Nc3ccccc3F)c(=O)c12	-15.0&-8.0
Cc1cc(C(=O)N(CCN2CCOCC2)c2nc3ccc(F)cc3s2)on1	-12.0
CCOc1ccccc1C(=O)NCCn1ncc2c(=O)n(Cc3ccccc3C)cnc21	1.0
CCOC(=O)c1ccc(NC(=O)CSc2ccc(-c3ccc(F)cc3)nn2)cc1	3.0
COc1ccc(CC(=O)NCCNC(=O)c2ccc(NC(C)=O)cc2)cc1OC	-5.0&-2.0
NC(=NOC(=O)Oc1ccccc1)c1ccc(Cl)cc1	-9.1
CN1CCN(S(=O)(=O)c2cccc(F)c2)CC1	9.0
CCS(=O)(=O)C1CN(S(=O)(=O)c2cnn(C)c2)C1	-7.0
Cc1ccc(N)cc1N1CCCCC1=O	16.0
O=C(NCc1ccncc1)c1ccc(=O)n(Cc2cccc(F)c2)n1	-7.0
CC(C)Oc1ccc(CCC(=O)NN=Cc2ccc3c(c2)OCO3)cc1	8.8
CC(=O)N1CCC2(CC1)CC(=NNC(=S)Nc1ccccc1C)c1cc(O)ccc1O2	11.9
COc1ccc(OC)c(NC(=O)Cn2nc(C3CC3)c3cnn(-c4ccccc4)c3c2=O)c1	0.0
COC(=O)c1c(NC(=O)CN2CCCCCC2)sc2c1CCCC2	-13.0
N#C/C(=C\N1CCN(c2cccc(Cl)c2)CC1)C(=O)Nc1ccc(F)cc1	0.0
Cc1nonc1C(=O)NN=Cc1ccccc1	-14.3
COc1ccc(N2CCN(C(=O)Nc3c[nH]c4ccccc34)CC2)cc1	20.0
O=C(CSc1ccc(F)cc1)NCCn1nc(-c2ccncc2)cc1C1CC1	4.0
CC(C)S(=O)(=O)Nc1ccc2c(c1)N(C(=O)c1cccs1)CC2	-5.0
CC(=O)Nc1ccc(S(=O)(=O)NCCc2nc(C3CC3)cc(C(F)(F)F)n2)cc1	-20.0
O=C(c1cnn(-c2ccccc2)n1)N1CCN(C(=O)c2cnn3ccccc23)CC1	-9.0
Cc1ccc(C)c(Nc2nnc(C(C)(C)C)c(=O)[nH]2)c1	-3.0
O=C(NCCOc1ccccc1)NCCc1ccsc1	8.0
O=S(=O)(c1ccc(Br)s1)N1CCC[C@H](Cc2nc(C3CC3)no2)C1	-29.0
Cn1nc(CN(C(=O)NCc2ccc(Cl)cc2)C2CCCC2)c2c1CCC2	-3.0
CN(C)c1ccc(C=Nn2ncc3ccccc32)cc1	-156.0
Cc1nc2sc3c(c2c(=O)n1N=Cc1cccnc1)CCCC3	8.9
CCOC(=O)c1c(C)c(C(=O)Nc2ccc(C)cc2C)c(C)n1C	-9.0
CC(C)(C)CC(=O)N1CC(n2ccnn2)C1	-9.0
Cc1cccc2sc(N(Cc3ccccn3)C(=O)C3CCCN(S(C)(=O)=O)C3)nc12 (stereo not drawn)	-14.0
CCOC(=O)C1=C(c2ccccc2)N=c2sc(=Cc3ccco3)c(=O)n2C1c1cccs1 (stereo not drawn)	11.5
Cc1sc(NC(=O)CN2CCCCCC2)c(C#N)c1C	6.0
COC(=O)C1CC(Oc2ccccc2F)CN1C(=O)CCc1c(C)noc1C (stereo not drawn)	-6.0
O=C(NN=Cc1cc(Br)cs1)C1COc2ccccc2O1 (stereo not drawn)	-13.7
COC(=O)CS[C@H]1CCN(C(=O)c2cc(Cl)ccc2OC)C1	-30.0
Cc1ccc(N2CC(C(=O)NCCOc3cc(N4CCOCC4)ncn3)CC2=O)cc1C (stereo not drawn)	0.0
Cc1cc(N(C)C)n2ncc(-c3ccccc3Cl)c2n1	-16.0
CCN(CC)CCNc1nc2cc(C)cc(C)c2s1	26.0
S=c1[nH]nc(C2CCCCC2)n1N=Cc1ccc(Br)cc1	-3.2

(list continues)
SMILES	SSB-PriA inh
Cc1ccc(-c2noc(-c3cccn(CC(=O)Nc4cc(C(F)(F)F)ccc4Cl)c3=O)n2)cc1	-14.0
CCC1CCCC1=NNC(=O)c1ccccc1C (stereo not drawn)	-8.9
Cc1ccc(S(=O)(=O)Nc2nc3ccccc3nc2NCCC2=CCCCC2)c(C)c1	-34.0
COc1cccc(C(=O)N(CN2CCCC2=O)c2ccc(C)cc2)c1	-12.0
COc1ccc2ncc(S(=O)(=O)c3ccc(C)c(C)c3)c(N3CCCC3)c2c1	-3.0
O=C(NN=C/C=C/c1ccc2c(c1)OCO2)c1cccnc1	-3.6
O=C(Nc1cccc(C(F)(F)F)c1)C(=O)N1CCN(c2ccccc2F)CC1	-6.0
CS(=O)(=O)N1CCN(C(=O)c2csc(Nc3ccc(OC(F)F)cc3)n2)CC1	4.0
COc1cc(C=NNC(=O)Cc2c[nH]c3ccccc23)cc(OC)c1OC	2.6
CC(C)(CCl)C(=O)NC1CC(=O)N(c2ccc(F)cc2)C1 (stereo not drawn)	-10.0
O=C(Cc1noc2ccccc12)NCc1cccnc1-c1cccs1	-15.0
Nc1nonc1-n1nnc(C(=O)NN=Cc2cccc(Cl)c2)c1CSc1ccc(Cl)cc1	-13.8

Among those listed so far, these have an aryl thioether with sulfur outside any ring:
SMILES	SSB-PriA inh
Cc1cc(C)cc(NC(=O)CSc2nnc(-c3cccn(C)c3=O)n2C)c1	1.0
Cn1cccc1Cc1nnc(SCC(=O)Nc2ccc(Cl)c(Cl)c2)n1C	0.0
COc1ccccc1-n1ncc2c(C)nnc(SCC(N)=O)c21	-4.0
C=CCn1c(SCc2ccccc2F)nc2sc3c(c2c1=O)CCC3	13.0
COc1ccc(Cl)cc1NC(=O)CSc1nc(N)c(NC(=O)c2cccs2)c(=O)[nH]1	-13.0
O=C(NCc1cccs1)c1ccc(CSc2nc(-c3ccc(Cl)cc3)cs2)o1	-11.0
O=C1CC(Sc2nc3ccccc3o2)C(=O)N1c1cccc(C(F)(F)F)c1 (stereo not drawn)	-4.0
O=C1C=CC(=O)N1c1cccc(SC(F)(F)C(F)(F)C(F)(F)F)c1	-11.0
COC(=O)CSc1ncc2c(n1)-c1ccccc1N(C)S2(=O)=O	-9.0
COc1ccc(-c2cnc(SCC(=O)N3CCCC3)n2CC(C)C)cc1	6.0
O=C(CSc1nc(-c2ccccc2)cc(=O)[nH]1)Nc1ccccc1C(F)(F)F	5.0&7.0
CCOC(=O)c1ccc(NC(=O)CSc2ccc(-c3ccc(F)cc3)nn2)cc1	3.0
O=C(CSc1ccc(F)cc1)NCCn1nc(-c2ccncc2)cc1C1CC1	4.0
Nc1nonc1-n1nnc(C(=O)NN=Cc2cccc(Cl)c2)c1CSc1ccc(Cl)cc1	-13.8

Only part of the results is shown; count on the stated rates, not on these rows.
